GPR55 beta-arrestin – GPR55 agonists via beta-arrestin recruitment, primary screen, imaging, U2OS cells, beta-arrestin-GFP redistribution (AID 1961) | U2OS GPR55 beta-arrestin-GFP redistribution imaging; higher % means a stronger effect | activation, % at 10 µM, or EC50 in µM where a hit was titrated | 0.048% of 290,000 active;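 active means activation above 40% with more than 50 cells counted in the well; inconclusive means wells holding fewer than 50 cells, flagged as toxic or sparse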;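 further: U2OS osteosarcoma cells stably expressing GPR55 and beta-arrestin-GFP; plate controls were DMSO negative control for no effect and LPI positive control for full effect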
NOD2 inhibition – inhibition of NOD2-driven NF-kB reporter – cell-based, luminescence, uHTS, HEK293 (AID 1566); inhibition, % at 4 µM; hits with a dose series show EC50 in µM; 0.63% of 290,000 active; HEK293 NOD2/NF-kB luciferase reporter, luminescence; higher % means a stronger effect; further: many of its hits are not listed in these tables
KOR beta-arrestin-1 – KOR antagonists, beta-arrestin recruitment, cell-based, luminescence, uHTS (AID 1778) | KOR beta-arrestin recruitment, luminescence, antagonist mode; higher % means a stronger effect | inhibition, % at 10 µM, or IC50 in µM where a hit was titrated | 0.091% of 290,000 active; further: strong numbers were not always called active
Myeloid diff 2 – compounds promoting myeloid differentiation. calls only at 10 µM. ER-HoxA9 myeloid progenitors, lysozyme-GFP differentiation, flow cytometry. 1% of 360,000 active;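 active means normalized GFP-positive differentiation at or above the plate's own cutoff, the solvent-only control mean plus 3 SD; inconclusive means no clear call, values can overlap the other calls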;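 further: cells exposed to compound for four days before flow analysis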
NOD1 inhibition – inhibition of NOD1-driven NF-kB reporter – cell-based, luminescence, uHTS, primary screen (AID 1578). NOD1-driven NF-kB luciferase reporter cells, luminescence; higher % means a stronger effect. inhibition, % at 4 µM; hits with a dose series show EC50 in µM. 1% of 290,000 active; in the data active means inhibition mostly above about 36%, no sharp cut-off; inactive means mostly below about 34%;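 further: HEK-293T reporter cells stimulated with the NOD1 agonist gamma-tri-DAP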
NTR1 ag – agonists of NTR1, primary screen, imaging, U2OS cells, beta-arrestin-GFP, high content (AID 493036); NTR1-U2OS beta-arrestin-GFP spot imaging, agonist mode; 0.17% of 330,000 active; activation, % at 20 µM; P30989;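 active means activation at or above 40% of the spot to cytoplasm intensity ratio, with at least 20 cells analyzed; inconclusive means wells under 20 cells, flagged as cytotoxic or low count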;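 further: 0% = DMSO without peptide and 100% = 100 nM NTR1 peptide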
Target sequence (P30989 whole entry, looked up): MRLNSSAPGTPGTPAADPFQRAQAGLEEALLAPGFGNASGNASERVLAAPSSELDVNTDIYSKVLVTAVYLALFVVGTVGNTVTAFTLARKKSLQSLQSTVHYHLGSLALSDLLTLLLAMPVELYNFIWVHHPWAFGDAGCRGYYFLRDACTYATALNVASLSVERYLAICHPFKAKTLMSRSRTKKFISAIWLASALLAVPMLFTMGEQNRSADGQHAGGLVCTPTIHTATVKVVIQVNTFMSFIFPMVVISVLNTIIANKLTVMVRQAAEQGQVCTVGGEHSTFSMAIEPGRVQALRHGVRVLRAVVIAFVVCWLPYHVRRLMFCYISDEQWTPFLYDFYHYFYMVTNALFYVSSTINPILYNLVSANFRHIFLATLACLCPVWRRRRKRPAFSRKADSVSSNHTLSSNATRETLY
T cell modulator – T cell immune modulators affecting CD8 T cell-vesicle binding; 2C CD8+ T cell-vesicle binding, flow cytometry; active compounds read low; calls only at 7 µM; 0.068% of 330,000 active;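 active means response, share of CD8 T cells binding vesicles, and their 90th percentile fluorescence all below set limits, cut at about 80% in these data, passing the limit was not always enough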
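Material: murine 2C transgenic CD8+ T lymphocytes / Also added: QL9-peptide-loaded Drosophila micro-vesicles bearing Ld, ICAM-1 and B7-1 / Schedule: binding step 1.5 h, 37 °C, antibody labelling 20 min, ice / Signal: flow cytometry, PE anti-B7-1 (FL2) versus Alexa647 anti-CD8 (FL8), PFA-fixed / Evaluation: percent CD8+ FL2 mean versus row control / Benchmarks: naked versus QL9-loaded vesicles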
GPR55 antagonists – GPR55 antagonists blocking LPI-driven arrestin recruitment, primary screen, imaging, U2OS, beta-arrestin-GFP, LPI agonist (AID 2013); U2OS GPR55 beta-arrestin-GFP translocation imaging, LPI antagonism; higher % means a stronger effect; one-dose inhibition, % at 10 µM; IC50 in µM for titrated hits; 0.13% of 290,000 active;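 active means spots per cell inhibited over 60%, with over 100 cells counted and total cytoplasm intensity under 500,000; inconclusive means wells with under 100 cells, flagged as likely toxic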;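 further: U2OS cells stably carrying GPR55 and arrestin-GFP stimulated by 5 µM LPI near EC80; imaged beta-arrestin-GFP aggregate spots per cell after agonist stimulation; plate controls were LPI-stimulated DMSO wells for no effect and DMSO wells without LPI for full effect; some results filed as inactive read as strong as hits; confirmed hits need IC50 under 10 µM and bright autofluorescent wells are also inconclusive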
KOR beta-arrestin-2 – KOR agonists, beta-arrestin recruitment, primary screen, cell-based, luminescence, uHTS (AID 1777). KOR beta-arrestin recruitment, luminescence; higher % means a stronger effect. activation, % at 10 µM, or EC50 in µM where a hit was titrated. 0.02% of 280,000 active; in the data active means activation above about 50%, passing the limit was not always enough; further: a part of the inactive calls stands beside numbers as strong as those of hits
T cell modulator vesicle-bound % – also measured in T cell modulator; calls as there; double positive events, %; measured here: CD8+ vesicle-bound cell fraction;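 binding gate set so that unloaded-vesicle control wells show 10% double positive cells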
NTR1 ag cell count 20 µM – further read-out of NTR1 ag, marked with its call; cell count; measured here: cell count, cytotoxicity flag
Myeloid diff 2 GFP+ MAC1+ % – further read-out of Myeloid diff 2, marked with its call; GFP+ MAC1+ double positive, %; measured here: differentiation confirmed by MAC1 staining
The depositor's hits bear a star; i = inactive; ? = inconclusive; / = not tested or not shown; + = active, no number; [ ] = dose if it differs, or a comment. Unless noted, no stated cut-off is given here; in the data, active means inhibition above about 50%; inactive means the rest. These rows are one share of the data. The share of hits here may be higher or lower than overall.

SMILES	GPR55 beta-arrestin	NOD2 inhibition	KOR beta-arrestin-1	Myeloid diff 2	Myeloid diff 2 GFP+ MAC1+ %	NOD1 inhibition	NTR1 ag	NTR1 ag cell count 20 µM	T cell modulator	T cell modulator vesicle-bound %	GPR55 antagonists	KOR beta-arrestin-2
COc1ccc(CNC(=O)CN2CCN(c3ccc(F)cc3)CC2)cc1	0.0%	-15.4%	15.2%	i	0.6	-17.0%	-1.2	80	i	46.9	-5.9%	-0.3%
O=C1c2ccccc2C(Nc2ccc(S(=O)(=O)N3CCCCC3)cc2)N1Cc1ccco1 (stereo unspecified)	-0.1%	-4.3%	11.3%	i	2.0	0.1%	11.6	59	i	28.5	6.3%	-9.3%
CC1CCN(S(=O)(=O)c2ccc3c(c2)C(=NO)c2cc(S(=O)(=O)N4CCC(C)CC4)ccc2-3)CC1	-0.1%	-124.8%	-105.7%	?	/	-35.5%	32.2	45	i	30.7	7.9%	0.2%
O=C(NNC(=S)NCC1CCCO1)c1ccc(S(=O)(=O)N2CCOCC2)cc1 (stereo unspecified)	0.1%	-0.1%	-1.1%	i	0.3	-32.7%	-1.9	61	i	16.8	5.3%	1.2%
O=C(Nc1ccc(Br)cc1)C1CC=CCC1C(=O)OCC1CCCO1 (stereo unspecified)	-0.2%	23.7%	4.3%	i	11.4	0.3%	-1.0	47	i	15.7	-0.2%	-2.7%
COc1cc(OC)cc(C(=O)NCC(=O)OCC(=O)c2ccc3c(c2)-c2ccccc2C3)c1	0.7%	0.2%	12.3%	i	0.5	-25.8%	-0.4	86	i	8.8	5.8%	2.1%
Cc1cc2ccccc2n1CCNC(=O)c1ccc(S(=O)(=O)N2CCOCC2)cc1	0.0%	20.1%	14.1%	i	1.4	-6.1%	-0.9	40	i	46.9	6.0%	-6.6%
COc1cc(OC)c(NC(=O)C2CCCN2C(=O)OCc2ccccc2)cc1Cl (stereo unspecified)	0.1%	1.6%	-24.8%	i	0.0	-15.2%	-1.4	64	i	2.8	16.7%	-1.3%
CCSc1nnc(NC(=O)NCC(F)(F)F)s1	0.9%	-31.5%	14.5%	i	0.5	-27.3%	-1.1	39	i	43.3	-1.0%	3.8%
Cc1ccc(Cl)cc1N1CCN(S(=O)(=O)c2ccc3[nH]c(=O)c(=O)[nH]c3c2)CC1	-0.3%	12.5%	-14.2%	i	0.3	-14.1%	4.1	46	i	50.1	8.4%	1.4%
CC1CCN(S(=O)(=O)c2ccc(S(=O)(=O)N3CCN4CCCC4C3)cc2)CC1 (stereo unspecified)	0.5%	-14.6%	7.4%	/	/	-6.4%	/	/	/	/	16.6%	-5.0%
Cc1ccc(-c2n[nH]c(=S)n2/N=C/C=C\c2ccccc2[N+](=O)[O-])cc1	0.2%	3.9%	-11.9%	i	0.6	15.6%	0.1	49	i	44.9	11.4%	-1.0%
CC(=O)NC1C(=O)N=C(SCC(=O)Nc2ccc(C(F)(F)F)cc2Cl)NC1=O (stereo unspecified)	0.3%	6.8%	5.0%	i	0.1	-36.3%	-1.7	32	i	26.6	4.0%	-3.2%
O=C(Nc1nc(-c2cccs2)cs1)C1=COCCO1	0.2%	-84.3%	2.7%	i	0.8	-38.2%	0.4	54	i	34.9	5.1%	-3.6%
CN(C(=O)c1ccncc1)C1CC(C)(C)N(O)C(C)(C)C1	0.3%	8.0%	-27.7%	i	0.3	15.9%	1.9	69	i	51.0	-2.2%	-0.6%
S=C(Nc1ccccc1)Nc1cc(Cl)ccc1Oc1ccccc1	-0.4%	4.9%	21.9%	i	0.7	6.6%	-0.1	52	i	56.3	10.8%	-5.1%
COC(=O)C(N)Cc1ccc(O)cc1 (stereo unspecified)	0.0%	14.8%	-13.1%	i	1.1	2.8%	-0.6	88	i	13.0	-5.5%	-2.9%
CCCCCNC(=O)C1c2ccccc2Oc2ccccc21	0.6%	-3.0%	23.5%	i	1.6	-4.6%	-0.3	79	i	28.0	13.4%	-4.3%
O=C(NC(=S)Nc1ccc(F)cc1)C1CCCCC1	-0.2%	-16.7%	4.2%	i	0.0	-17.7%	0.0	55	i	19.9	-7.1%	2.1%
CCOc1ccc(C(=O)NCc2cccs2)cc1	0.4%	-33.3%	27.0%	i	0.2	1.0%	-1.3	84	i	35.1	-3.7%	-3.2%
COc1ccc(/C=N/NC(=O)c2ccc(N(C)S(=O)(=O)c3ccccc3)cc2)c(OC)c1	-0.2%	8.6%	-4.9%	i	0.1	-1.3%	5.0	74	i	62.1	5.9%	-0.2%
Cc1ccnc(NC(c2cccnc2)c2ccc3cccnc3c2O)c1 (stereo unspecified)	-0.1%	35.7%	20.1%[20 µM]	i	0.4	-28.6%	2.7	44	i	32.2	7.8%	-2.1%
Cn1nc(OCCOc2ccccc2)ccc1=O	-0.2%	7.5%	11.3%	i	0.9	-16.9%	-0.5	40	i	40.2	-3.6%	-0.1%
CC[C@H](CO)Nc1nc(Nc2cccc(Cl)c2)c2ncn(C(C)C)c2n1	-0.1%	30.6%	-15.5%	i	3.1	31.7%	-10.8	65	i	20.4	6.0%	1.4%
CCOc1ccsc1C(=O)NNC(=O)c1ccco1	-0.2%	1.9%	5.3%	i	1.2	-34.8%	0.4	63	i	15.5	11.6%	-0.6%
CCOC(=O)c1[nH]c(C)c(C(=O)OCC(=O)N2c3ccccc3CC2C)c1C (stereo unspecified)	0.3%	17.1%	5.3%	i	8.4	17.3%	5.7	42	i	8.7	/	-3.5%
O=C(CNC(=O)c1cccs1)N/N=C/c1ccco1	-0.2%	7.2%	-27.5%	i	0.4	-1.9%	0.4	35	i	36.9	-14.9%	5.7%
CCOC(=O)c1ccc(N/C(=N\S(=O)(=O)c2ccc(F)cc2F)c2ccccc2)cc1	-0.2%	25.5%	7.0%	i	0.0	-1.4%	3.2	61	i	6.2	-6.6%	-1.4%
CCCn1c(SCC(=O)NC2CC2)nnc1-c1cccs1	0.2%	2.0%	0.0%	i	0.3	-15.2%	-0.2	59	i	10.2	4.9%	-4.3%
CC(Oc1ccc(Cl)cc1)C(=O)N/N=C/c1ccsc1 (stereo unspecified)	0.3%	3.2%	7.3%	i	0.3	37.7%	0.1	83	i	49.8	-2.0%	-0.4%
CCn1c(C)nc2cc(C(=O)NNC(=S)Nc3ccccc3Cl)ccc21	-0.2%	6.9%	-1.5%	i	0.7	-27.9%	-1.7	34	i	42.9	2.6%	-6.0%
O=C(CCn1c2c(c3ccccc31)CCCC2)NNC(=O)c1ccccc1Cl	-0.1%	5.8%	24.5%	i	0.2	-15.4%	3.0	35	i	50.5	3.0%	-2.1%
Cc1csc(SCC(=O)N(C)CC(=O)Nc2ccc(F)cc2)n1	0.6%	12.5%	-1.6%	i	0.9	-18.7%	-0.9	54	i	1.3	-0.6%	-1.1%
CCCn1c(SCC(=O)Nc2cccc(S(=O)(=O)N(C)C)c2)nc2ccccc2c1=O	1.7%	14.7%	17.6%	i	0.2	2.7%	4.5	48	i	26.7	-7.8%	4.0%
O=C(CN1C(=O)CCC1=O)Nc1cccc2c1C(=O)NC2=O	1.0%	-9.5%	27.6%	i	0.7	-35.8%	1.3	31	i	20.9	7.7%	-1.7%
COc1cc(C(C2C(=O)CC(C)(C)CC2=O)C2C(=O)CC(C)(C)CC2=O)ccc1O	-0.1%	-64.4%	8.3%	i	1.6	-10.3%	-1.6	81	i	39.5	-18.0%	4.4%
C=CCn1c(SCc2cc(C(C)=O)ccc2OCC)nc2ccccc2c1=O	-0.4%	0.7%	/	?	/	-3.4%	6.8	52	i	19.3	5.4%	0.9%
O=C(CSc1nnc(-c2cccnc2)o1)Nc1ccc(Br)cc1	-0.1%	8.8%	-20.8%	i	4.1	-28.0%	2.2	33	i	41.5	-20.4%	-2.4%
CSCCC(NC(=O)COc1ccccc1)C(=O)N1CCN(C(C)=O)CC1 (stereo unspecified)	-0.1%	-6.4%	-5.4%	i	1.9	-35.3%	-0.4	68	i	26.2	20.6%	-1.4%
O=C(CN1CCN(c2cccc(Cl)c2)CC1)c1ccc(O)cc1O	-0.1%	18.0%	-25.0%	i	0.3	-17.9%	0.3	60	i	33.8	5.6%	4.1%
C=CCNC(=O)NC(=O)COn1nnc2ccc(S(=O)(=O)N(C)C)cc21	-0.3%	2.4%	5.5%	i	0.2	-22.2%	1.7	55	i	48.1	-3.7%	12.7%
O=C(c1ccco1)N1CCN(C(=O)c2ccccc2Oc2ccccc2)CC1	-0.3%	9.0%	21.1%	i	4.3	-13.2%	0.1	48	i	22.8	-2.1%	-6.2%
CS(=O)(=O)c1ccc2nc(NC(=O)CN3C(=O)NC4(CCCC4)C3=O)sc2c1	0.2%	14.9%	-26.5%	i	0.0	-8.8%	0.7	58	i	67.0	-3.6%	3.8%
O=C(CSc1nnc(SCc2ccccc2)s1)N/N=C/C=C/c1ccccc1[N+](=O)[O-]	-0.2%	-18.0%	21.6%	i	0.6	-25.6%	1.2	38	i	43.9	2.4%	-1.3%
CCOc1ccc(Cc2nnc(SCC(=O)c3ccc(OC)cc3)o2)cc1	0.2%	23.9%	3.1%	i	7.3	19.5%	5.0	68	i	34.5	0.5%	-0.8%
Cc1ccc(-c2nc3c(c(=O)c4ccccc4n3C)c(=O)n2Cc2ccco2)cc1	0.1%	17.7%	-5.7%	i	0.2	-0.7%	7.3	63	i	25.7	0.4%	-0.1%
Cc1ccc(N2CC(C(=O)N3CCCc4ccccc43)CC2=O)cc1 (stereo unspecified)	-0.1%	-3.5%	29.5%	i	8.0	-10.4%	-0.1	50	i	4.7	9.8%	-5.1%
COC(=O)CSc1cc([N+](=O)[O-])ccc1NC(=O)OC	-0.6%	4.8%	-48.0%	+	1.6*	8.8%	-1.2	32	i	22.3	-14.7%	-2.0%

Screening data (PubChem)
